High-throughput results deposited in PubChem BioAssay by several laboratories.
Ba/F3 V617F tox – lowers viability of Ba/F3 cells expressing EpoR and JAK2V617F | 220,000 compounds, 1.1% hits | ATP luminescence | inhibition, % at 5.6 µM | AID 1446;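 active means inhibition above the campaign mean plus 3 SD over all tested compounds, cut at about 24% in these data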;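 further: cytokine-independent growth of Ba/F3 cells driven by EpoR plus mutant JAK2; 0% = DMSO-treated cells and 100% = JAK inhibitor I control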
NPY-Y1 PAM-ag – human NPY-Y1 potentiation or agonism, primary screen. activation, % at 3.6 µM. AID 1304. 220,000 compounds, 0.37% hits. NPY-Y1 expressing cells, potentiator/agonist activation. P25929; in the data active means activation above about 33%, passing the limit was not always enough;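 further: cells stimulated with NPY at EC10 then isoproterenol at EC100; 0% = low agonist plus stimulus and 100% = saturating agonist plus stimulus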
RBBP9 inh – blocks human serine hydrolase RBBP9. O75884. inhibition, % at 7.94 µM. recombinant RBBP9, FP-Rh probe fluorescence polarization. 220,000 compounds, 0.2% hits;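 active means inhibition above the campaign mean of all tested compounds plus 3 SD, cut at about 14% in these data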;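 further: plate controls were DMSO wells with RBBP9 for no effect and wells lacking RBBP9 protein for full effect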
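system = RBBP9 protein | input = RBBP9 at 2.5 µM in dispensed solution, before mixing | measured by = fluorescence polarization (mP), excitation 525 nm, emission 598 nm | incubation = enzyme-compound preincubation 30 min, then probe labeling 45 min, 25 °C | buffer or medium = Tris-NaCl-Pluronic buffer, pH 8.0 | compound = single dose 7.94 µM | also added = FP-Rh probe, 375 nM dispensing solution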
NPY Y1 blocker – NPY-Y1 (human) receptor antagonism | inhibition, % at 3.6 µM | HEK293-CNG Y1 cells, membrane potential fluorescence; NPY at EC95, then isoproterenol | P25929 | AID 1040 | 200,000 compounds, 1% hits;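 active means inhibition above the campaign mean inhibition of all tested compounds plus 3 SD, cut at about 20% in these data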;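 further: 0% = DMSO wells given NPY plus isoproterenol and 100% = isoproterenol alone without NPY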
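Material: HEK293 cells with Y1 receptor plus CNG channel; times: compound incubation 1 h at room temperature, readout 45 min post-stimulation; signal: fluorescence, membrane potential probe; read-out basis: fluorescence ratio normalized to % inhibition between controls; benchmarks: full-block control isoproterenol-only wells, zero-block control NPY plus isoproterenol wells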
BaF3 tox – parental Ba/F3 viability inhibition as JAK2V617F counter-screen; inhibition, % at 5.6 µM; CellTiter-Glo ATP luminescence; AID 1486; 220,000 compounds, 1.1% hits;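 active means inhibition above a per-campaign cutoff, the mean inhibition of all tested compounds plus 3 SD, cut at about 27% in these data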;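 further: 0% = DMSO wells and 100% = JAK Inhibitor I control wells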
S1P4 agonist – agonists of human S1P4 receptor; O95977; S1P4-expressing cell line, agonist reporter assay; activation, % at 4.98 µM; 220,000 compounds, 0.35% hits; AID 1509; in the data active means activation above about 11%;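 further: 0% = DMSO vehicle and 100% = reference agonist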
Target sequence (O95977 whole entry, looked up): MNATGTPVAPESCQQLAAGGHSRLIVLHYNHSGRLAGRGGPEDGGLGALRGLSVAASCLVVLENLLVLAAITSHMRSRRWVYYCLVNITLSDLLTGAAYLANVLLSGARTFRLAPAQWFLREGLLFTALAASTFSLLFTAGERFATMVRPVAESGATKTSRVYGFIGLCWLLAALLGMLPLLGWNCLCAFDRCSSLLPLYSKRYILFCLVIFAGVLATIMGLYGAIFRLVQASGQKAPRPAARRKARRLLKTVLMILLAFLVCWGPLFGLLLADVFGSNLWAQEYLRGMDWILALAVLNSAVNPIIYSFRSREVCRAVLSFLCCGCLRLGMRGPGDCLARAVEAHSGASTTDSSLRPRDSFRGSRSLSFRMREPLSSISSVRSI
Runt-CBFb FRET – blocks binding of human RUNX1 Runt domain to CBFb; inhibition, % at 20 µM; Cerulean-Runt/Venus-CBFb FRET ratio 530/480, 1 h; 220,000 compounds, 0.46% hits;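 active means inhibition over about 50% at 20 µM in the single-dose screen, limit read from the data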;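 further: 0% = DMSO wells and 100% = excess unlabeled CBFb competitor control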
Target sequence (Q01196 whole entry, looked up, the tested form may be a part): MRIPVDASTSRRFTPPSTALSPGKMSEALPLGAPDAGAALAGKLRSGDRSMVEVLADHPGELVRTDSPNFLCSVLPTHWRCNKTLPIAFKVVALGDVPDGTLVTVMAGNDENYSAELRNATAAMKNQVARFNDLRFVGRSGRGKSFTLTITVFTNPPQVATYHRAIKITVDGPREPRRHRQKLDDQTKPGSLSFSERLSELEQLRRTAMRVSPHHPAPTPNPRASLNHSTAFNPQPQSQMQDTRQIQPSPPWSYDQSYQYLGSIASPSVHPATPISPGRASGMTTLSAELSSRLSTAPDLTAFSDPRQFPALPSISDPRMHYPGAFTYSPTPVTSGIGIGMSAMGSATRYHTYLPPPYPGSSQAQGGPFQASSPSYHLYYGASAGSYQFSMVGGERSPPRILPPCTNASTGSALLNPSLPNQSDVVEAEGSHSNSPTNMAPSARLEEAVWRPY
Target sequence (Q13951 whole entry, looked up, the tested form may be a part): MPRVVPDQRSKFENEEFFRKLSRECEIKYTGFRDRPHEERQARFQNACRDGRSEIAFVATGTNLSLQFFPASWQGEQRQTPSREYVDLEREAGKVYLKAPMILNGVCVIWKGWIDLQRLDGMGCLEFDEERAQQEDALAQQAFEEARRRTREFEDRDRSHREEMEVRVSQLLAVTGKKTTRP
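Measured by: fluorescence energy transfer, 422 nm excitation, 530/480 nm emission; Assay system: Cerulean-Runt domain; Medium: Tris pH 7.5 buffer with BSA; Measure: loss of energy transfer signal; Controls: 5 µM unlabeled CBFb as full-inhibition high control; Incubation: protein complex preformed 1 h, compound exposure 1 h, room temperature, dark.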
NPY-Y2 PAM-ag – potentiators or agonists of human neuropeptide Y receptor Y2 | P49146 | cells expressing NPY-Y2, potentiator/agonist read-out | activation, % at 3.6 µM | 220,000 compounds, 0.45% hits | AID 1359; in the data active means activation above about 27%;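 further: cells stimulated with NPY near EC25 plus isoproterenol at EC100; 0% = vehicle plus submaximal agonist and 100% = vehicle plus saturating agonist; some results beyond the cut were filed as inactive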
S1P4 antagonist – blocks the human S1P4 receptor. S1P4-expressing cells, antagonist mode, reporter read-out. O95977. 220,000 compounds, 0.26% hits. inhibition, % at 4.98 µM; in the data active means inhibition above about 29%;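 further: 0% = wells stimulated with agonist and 100% = vehicle wells without agonist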
An asterisk follows results filed as active; · = not tested or not shown.

structure,Ba/F3 V617F tox,NPY-Y1 PAM-ag,RBBP9 inh,NPY Y1 blocker,BaF3 tox,S1P4 agonist,Runt-CBFb FRET,NPY-Y2 PAM-ag,S1P4 antagonist
CCOC(=O)C(C)S(=O)(=O)c1ccc(C(F)(F)F)cn1 (configuration not stated),-1.6,-36.6,-3.6,4.5,-2.2,-2.1,-1.9,0.4,1.2
O=c1ccc2cc(S(=O)(=O)N3CCN(c4cc(Cl)ccc4Cl)CC3)ccc2o1,-4.3,-22.6,-1.8,-2.7,0.3,0.5,0.4,7.0,0.8
CCOc1ccc(C2=NNC(c3cccs3)=Nc3ccc(OCC)cc32)cc1,-2.8,-16.4,-1.1,7.3,4.6,-0.2,-1.5,-5.0,-0.4
CCC(=O)NNC(=O)CCC(=O)Nc1ccccc1,3.7,10.4,-13.3,5.3,4.2,0.2,0.7,6.5,1.9
COc1ccccc1-c1cc(C(=O)NCc2ccc(F)cc2)no1,-1.7,-16.9,-1.8,12.0,0.1,0.2,-2.1,-27.7,7.3
C=CCNC(=O)COC(=O)c1nc2nccc(C)n2n1,4.2,-10.1,-12.2,6.3,0.5,1.2,0.4,-12.8,-8.9
O=C(CC1C(=O)NCCN1Cc1ccoc1)NCc1cccc(OC(F)(F)F)c1 (configuration not stated),-0.6,-4.5,-9.2,·,3.4,0.1,-0.8,1.2,7.4
CCc1cccc(C)c1N(C(=O)Cn1c(=O)[nH]c2ccccc21)C(C)COC (configuration not stated),-2.1,1.4,-7.8,-1.7,2.7,1.1,-2.9,13.9,-20.5
COC(=O)C1=C2SCC(=O)N2C(N)=C(C#N)C1,-0.4,14.3,0.1,·,-3.4,0.7,2.7,-8.2,0.0
O=C(CSc1nnc(-c2ccco2)o1)c1ccc([N+](=O)[O-])cc1,-4.7,-1.7,-2.4,·,3.6,0.9,6.5,13.9,2.4
COc1cc(/C=C(/Sc2nnc(-c3ccc(F)cc3)o2)C(=O)O)ccc1OC(F)F,-2.1,8.3,-2.4,1.8,3.2,0.7,-0.4,4.0,-10.6
O=C(Cn1ncn2cccc2c1=O)N1CCCCC1,2.4,4.5,-7.6,0.2,2.5,0.2,4.0,-8.6,-28.8
O=c1c2ccccc2nc2n1CCCCC2,1.5,4.2,-4.0,-0.1,-1.9,1.2,-2.0,7.1,-16.9
O=C(OCC(=O)N1CCN(C(=O)c2ccco2)CC1)c1cc(-c2ccc(Cl)c(Cl)c2Cl)nc2ccccc12,1.8,-7.2,-7.4,-0.2,6.4,0.7,-16.4,-2.8,-1.8
CCOC(=O)c1sc2nc(SC)nc(-c3ccc(Cl)cc3)c2c1N,-3.6,5.8,-5.0,3.7,4.0,0.7,-13.6,11.3,2.5
CCOc1ccc(-n2nc(C(=O)N3CCN(CC)CC3)c3ccccc3c2=O)cc1,-4.5,10.2,-1.6,1.3,3.2,-4.0,-4.9,-1.3,12.2
CCn1c(/C=C/c2ccccc2)nc2ccccc21,7.7,-24.9,-4.2,11.6,10.1,1.5,-3.6,-13.8,-14.5
COc1ccc(S(=O)(=O)N2CCN(C(=O)COc3ccc4c(C)cc(=O)oc4c3)CC2)cc1,3.1,-10.5,-7.3,4.8,4.6,1.2,-3.1,-12.0,2.9
CC(=O)NCC12CC3CC(C1)CC(C(=O)O)(C3)C2,-3.3,-13.7,-4.0,2.9,0.1,0.2,-0.1,0.9,-22.3
Cc1cc(C2=NNC(=Nc3ccc(S(=O)(=O)N4CCOCC4)cc3)SC2)c(C)n1CC1CCCO1 (configuration not stated),-2.7,-14.6,-3.8,-4.9,4.9,-1.1,42.7,-13.0,-20.2
CCCn1c(Cc2ccccc2)nnc1SCC(=O)N1CCOCC1,-1.7,11.1,-1.8,-1.6,2.3,-1.4,3.5,11.8,-2.7
Cn1c(SCC(=O)N2c3ccccc3Sc3ccccc32)nnc1-c1ccco1,2.5,-29.6,4.0,0.1,3.8,0.2,3.3,-15.8,-13.2
CCOC(=O)c1ccc(NC2c3ccccc3C(=O)N2c2cccnc2)cc1 (configuration not stated),19.8,-1.6,-7.5,6.2,27.4*,-2.2,2.9,4.8,11.7
Cc1cc2oc(=O)cc(COC(=O)Cn3cnnn3)c2cc1C(C)C,-4.5,18.9,-9.9,-5.3,-0.7,0.6,-3.6,2.7,-19.5
NC(=O)NN=C1C2CCCC1C(c1ccccc1)NC2c1ccccc1 (configuration not stated),-1.8,-0.1,0.8,·,3.4,0.1,-1.7,4.7,-11.4
CC(O)[C@@H](C(=O)N1CCNCC1)n1cc(CCCCN)nn1 (some centres not stated),-4.0,-8.2,-3.8,-5.8,-0.9,-0.8,-0.9,9.0,-0.4
Cc1c(O)c(CN2CCCCC2)cc2c3c(c(=O)oc12)CCC3,0.7,-38.6,-12.4,3.9,9.6,2.2,90.1*,-37.1,-3.5
Cc1ccc(COc2ccc(C(=O)NN)cc2)cc1,1.3,-9.3,-6.5,-2.1,5.5,2.3,-0.9,-7.5,-4.0
COc1ccc(/C(C)=N/NC(=O)C2CC2)cc1,-4.5,4.1,0.2,-2.9,2.4,0.2,0.6,8.9,-2.2
CC(=O)Nc1ccc(S(=O)(=O)NCc2ccc(C(=O)NCc3ccc4c(c3)OCO4)cc2)cc1,1.6,-10.0,-7.7,4.6,1.2,2.4,·,-12.8,-3.8

Next entries follow:
smiles	Ba/F3 V617F tox	NPY-Y1 PAM-ag	RBBP9 inh	NPY Y1 blocker	BaF3 tox	S1P4 agonist	Runt-CBFb FRET	NPY-Y2 PAM-ag	S1P4 antagonist
O=C(NCCCN1CCCC1=O)c1nnc(Cc2c(F)cccc2Cl)o1	4.1	4.1	0.5	4.2	5.3	1.4	2.2	-29.4	3.2
CCN(c1ccccc1)S(=O)(=O)c1ccc(OC)c(N=N/C(C(=O)Nc2ccccc2)=C(/C)O)c1	-1.1	12.8	-2.3	0.5	-0.1	0.6	0.6	4.1	-9.2
CC(C)CC(=O)Nc1cccc(NC(=O)CC(C)C)n1	-5.3	-2.3	-1.2	1.0	-1.7	-0.5	-0.8	2.5	-18.9
CCc1nnc(NC(=O)C2CC(=O)N(Cc3ccccc3)C2)s1 (configuration not stated)	1.5	-13.6	-7.4	4.9	3.8	0.9	1.1	5.5	-5.9
N#Cc1c(-c2ccc(F)cc2)nc(-c2ccccc2)[nH]c1=O	-1.6	-2.6	-2.1	0.4	2.3	0.0	0.2	0.9	-11.2
COc1ccc(CSCC(=O)NCCC(C)C)cc1	2.3	1.8	0.6	3.1	3.6	2.0	-0.1	-16.4	-13.3
CC1CC(C)CN(CCCNC(=O)c2ccc3c(c2)NC(=O)C(N2CCCCC2)S3)C1 (configuration not stated)	-2.6	-28.9	-3.4	3.5	1.7	0.2	0.3	18.1	-3.2
COC(=O)CCCSc1nccn1-c1ccccc1	5.0	-14.2	-2.4	-1.6	5.2	0.6	0.4	-15.5	9.9
CCn1c(SCC(=O)Nc2nccc(C)n2)nc2ccccc21	-3.0	0.9	-5.4	·	0.1	0.3	3.5	-0.5	-6.0
NC(=O)c1ccsc1NC(=O)c1ccc2c(c1)CCCC2	6.5	-0.6	-14.3	-3.0	10.2	2.1	0.2	15.6	-1.0
COc1ccccc1NC(=O)COC(=O)CNC(=O)c1ccc(OC)c(OC)c1	0.0	-6.7	-8.8	-0.5	4.9	3.0	-1.1	8.7	-22.8
COc1cccc(-n2c(SCC(=O)NCCc3ccccc3)nnc2-c2ccoc2C)c1	-3.3	4.2	-0.8	-0.2	6.3	2.0	-0.2	-0.4	-4.4
NC(=O)NC(=O)COC(=O)CCCc1c[nH]c2ccccc12	3.6	-16.8	1.8	6.2	2.8	0.6	-1.6	-15.6	-8.2
CSC1=N/C(=C\c2cccnc2)C(=O)N1c1ccccc1	-5.0	12.0	-4.1	1.9	-2.1	0.4	2.8	0.6	-0.8
N#CCCN(C(=O)COC(=O)c1ccc(CNS(=O)(=O)c2ccc(F)c(Cl)c2)cc1)c1ccc(F)cc1	-1.5	28.4	-7.1	1.1	6.2	0.3	-3.3	4.6	-11.7

4 of the compounds above, as labelled records:
O=C(CSc1nnc(-c2ccco2)o1)c1ccc([N+](=O)[O-])cc1
  Ba/F3 V617F tox = -4.7
  NPY-Y1 PAM-ag = -1.7
  RBBP9 inh = -2.4
  NPY Y1 blocker = ·
  BaF3 tox = 3.6
  S1P4 agonist = 0.9
  Runt-CBFb FRET = 6.5
  NPY-Y2 PAM-ag = 13.9
  S1P4 antagonist = 2.4

COc1cc(/C=C(/Sc2nnc(-c3ccc(F)cc3)o2)C(=O)O)ccc1OC(F)F
  Ba/F3 V617F tox = -2.1
  NPY-Y1 PAM-ag = 8.3
  RBBP9 inh = -2.4
  NPY Y1 blocker = 1.8
  BaF3 tox = 3.2
  S1P4 agonist = 0.7
  Runt-CBFb FRET = -0.4
  NPY-Y2 PAM-ag = 4.0
  S1P4 antagonist = -10.6

O=C(Cn1ncn2cccc2c1=O)N1CCCCC1
  Ba/F3 V617F tox = 2.4
  NPY-Y1 PAM-ag = 4.5
  RBBP9 inh = -7.6
  NPY Y1 blocker = 0.2
  BaF3 tox = 2.5
  S1P4 agonist = 0.2
  Runt-CBFb FRET = 4.0
  NPY-Y2 PAM-ag = -8.6
  S1P4 antagonist = -28.8

O=c1c2ccccc2nc2n1CCCCC2
  Ba/F3 V617F tox = 1.5
  NPY-Y1 PAM-ag = 4.2
  RBBP9 inh = -4.0
  NPY Y1 blocker = -0.1
  BaF3 tox = -1.9
  S1P4 agonist = 1.2
  Runt-CBFb FRET = -2.0
  NPY-Y2 PAM-ag = 7.1
  S1P4 antagonist = -16.9

(more compounds)
smiles	Ba/F3 V617F tox	NPY-Y1 PAM-ag	RBBP9 inh	NPY Y1 blocker	BaF3 tox	S1P4 agonist	Runt-CBFb FRET	NPY-Y2 PAM-ag	S1P4 antagonist
CC1(C)NC(C(=O)O)Cc2c1[nH]c1ccccc21 (configuration not stated)	0.8	-14.3	0.2	1.1	4.9	0.5	2.7	-3.5	6.2
COc1ccc(C2c3c(n[nH]c3C)CC(C)(O)C2C(C)=O)cc1OC (configuration not stated)	-0.2	8.1	-9.5	-1.4	1.7	0.6	-1.2	-0.1	-3.1
COc1ccc(CCn2c(N3CCOCC3)nc3c2c(=O)[nH]c(=O)n3C)cc1	1.3	-9.1	-2.4	1.4	1.6	-1.0	1.0	4.4	-16.7
O=c1sc2ccccc2n1COc1ccccc1	-1.7	5.0	-15.4	2.3	-1.2	-0.8	-0.8	10.1	-17.7
Cc1ccc2c(c1)nnn2C1CCN(C(=O)C23CC4CC(CC(C4)C2)C3)CC1	0.7	-8.8	-11.9	0.2	-1.2	1.4	-0.8	-11.3	-11.6
O=C(NCCCc1ccccc1)C1CCN(c2nnc(-n3cccc3)s2)CC1	2.7	-20.8	-2.2	13.4	12.8	0.4	0.8	-21.9	-0.1
